KDM5B inh = blocks human KDM5B histone demethylase activity | Q9UGL1 | KDM5B demethylase, FDH-coupled NADH fluorescence (FDH is formaldehyde dehydrogenase) | Potency, µM (top dose mostly 57.7 µM), inactives show at the top dose activity change, negative = inhibition, hits mostly inhibitors | 220,000 tested, 2.6% active; active means well fitted inhibition curve with a large enough effect; inconclusive means small, poorly fitted or top-dose-only effect; inactive means no such curve, though single readings can be large or run the other way; further: 0% is about no effect; nearly all actives have a fitted effect of over 70% in size
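Inhibition is measured as reduced NADH fluorescence generation from FDH coupling to formaldehyde release. Truncated KDM5BΔAP at 200 nM final acts on H3K4me3 peptide (12.5 µM in substrate mix) in pH 7.5 HEPES buffer with Tween-20, 30 min, room temperature.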
* = called active by the depositor; ? = inconclusive; [ ] = another dose, or the depositor's remark. Potency means the concentration at half of the fitted maximal effect. This is a subset. The share of hits here may be higher or lower than overall.

KDM5B inh,compound
?,CC(C)C(=O)N1Cc2ccccc2CC2(CCCCN2Cc2ccccn2)C1 (stereo not drawn)
11%,CC(C)S(=O)(=O)c1csc(NC(=O)Nc2ccc(Cl)cc2)c1
-12%,Cc1cc(NC(=O)C(C)Sc2nc(-c3ccccc3)cc(=O)[nH]2)no1 (stereo not drawn)
24%,C=CCOc1ccc(C(=O)Nc2ccc(F)cc2)cc1
?,NCC1CCCN(Cc2ccc(-c3nc(-c4cccnc4)cc(=O)[nH]3)cc2)C1 (stereo not drawn)
-12%,Cc1onc(-c2ccccc2)c1C(=O)NC(=S)NNC(=O)c1ccco1
?,O=C(Cc1ccc(OC(F)(F)F)cc1)N1CC(CNc2cccnc2)C2(C1)CN(c1ccccc1)C2 (stereo not drawn)
23%,CC(C)(C)C(=O)Nc1cccc(CN2CCSCC2)c1
25%,CCOC(=O)c1[nH]ncc1CN1CCN2C(=O)CNC(=O)C2C1 (stereo not drawn)
18%,CNC(=O)[C@@H]1CN(C(=O)NCc2ccco2)C[C@H]1c1nc(C)no1
-3%,Cc1ccc(NC(=O)C(=O)c2c[nH]c3ccccc23)cc1Cl
?,CC(=O)Nc1ccc(CNC2(Cc3cc(CN4CCCCC4)on3)COC2)cc1
-25%,COc1ccc(-n2nnc(-c3nsc(NC(=O)c4ccc(C)c(C)c4)n3)c2C)cc1Cl
-23%,Cn1cc(C(C(=O)O)N2CCN(C(c3ccccc3)c3ccccc3)CC2)c2cc(C(=O)O)ccc21 (stereo not drawn)
-7%,COCCCNC(=O)c1nn(-c2ccc(C)cc2)c(=O)n(C)c1=O
?,CCN(Cc1ccccc1)S(=O)(=O)c1ccc(C(=O)Nc2nnc(C)o2)cc1
-11%,COc1ccc(N2Cc3c(ncnc3N3CCN(C(C)=O)CC3)N(C)CC2=O)cc1
2%,O=C(Nc1ccc(S(=O)(=O)Nc2ccccc2)cc1)C1CC1
30%,CN(Cc1ccsc1)C(=O)CSc1nnc(COc2ccc(Cl)cc2)n1C
1%,O=C(NC1CC1)[C@@H]1C[C@H](Oc2cccnc2)CN1
34%,Cc1ccccc1-n1nc2c(c1NC(=O)CCCl)CSC2
?,O=C(NCCCO)c1ccc(-c2ncc3cnc(-c4cccc(F)c4)cn23)cc1
-3%,Cc1cccc(NC(=O)C(NS(=O)(=O)c2ccc3c(c2)oc(=O)n3C)C(C)C)c1 (stereo not drawn)
23%,O=C([C@@H]1C[C@H](Oc2ccccc2)CN1C(=O)c1ccncc1)N1CCOCC1
20%,COc1cccc(CNC(=O)COC(=O)c2c(F)cccc2F)c1
-13%,CCC(Oc1ccccc1)C(=O)Nc1ccc(O)c(-c2nc3cc(C)ccc3o2)c1 (stereo not drawn)
-3%,CCOc1ccc(Nc2nn(-c3ccc(OC(F)(F)F)cc3)nc2C(C)=O)cc1
?,CC(C)CCNc1nc(-c2ccc(S(=O)(=O)N3CCOCC3)cc2)cs1
1%,O=C(O)Cc1ccc(F)c2ccccc12
-12%,Cc1ccc(-n2nc(C(=O)NCc3ccc(F)cc3Cl)c3c4ccccc4n(C)c3c2=O)cc1
6%,CCOc1ccccc1CN1CCC(Cc2ccc(C(=O)N3CCOCC3)cc2)CC1
?,CCNC(=O)N1CC[C@@H](CC(=O)O)[C@@H](CC2=NCCc3cc(OC)ccc32)C1
?,CCOC(=O)c1c(-c2ccccc2)oc2ccc(NS(=O)(=O)c3cc(C)c(C)cc3C)cc12
2%,COc1cc(OC)cc(C(=O)OCC2C(COC(=O)c3cc(OC)cc(OC)c3)C2(Cl)Cl)c1 (stereo not drawn)
9%,CCOC(=O)C1=CN(CC(=O)Nc2ccc(Br)cc2F)S(=O)(=O)N=C1C
-9%,CSc1ccc(/C=C2\CCC(C3CCCC3)C2=O)cc1 (stereo not drawn)
35µM*,O=C1Nc2ccc(-c3ccco3)cc2C(=O)N2CCN(C(=O)c3ccccc3)C[C@H]12
3%,O=C(CCc1ccccc1)NCCC1CCN(C(=O)Nc2cc(F)cc(F)c2)CC1
2%,CC(C)C(C)NC(=O)Nc1ccc(C(N)=O)c(Cl)c1 (stereo not drawn)
6%,CCCOc1cc(S(=O)(=O)N2CCN(CCO)CC2)ccc1Br
-7%,COc1ccccc1-c1ccc(=O)n(Cc2ccccc2F)n1
-1%,Cc1ccc(OCCCCn2nnc3sc4c(c3c2=O)CCCC4)cc1
7%,CC1(C)CS(=O)(=O)N(c2ccc(Cl)c(C(=O)Nc3cccc(C(F)(F)F)c3)c2)C1=O
46%[activator],COc1ccc(C(=O)N2CCCCC(NC(=O)NCc3ccco3)C2)cc1 (stereo not drawn)
7%,N#Cc1cccc(C(=O)N2CCCOCCNC(=O)[C@@H]3CCCC[C@@H]32)c1
5%,COCC(=O)N(Cc1cccs1)C1CC1
-3%,O=C(CCSCc1cccc(Cl)c1)NCc1ccc(F)cc1Cl
24%,O=C(NCc1ccc(C(F)(F)F)cc1)C1CCN(C(=O)/C=C/c2ccccc2)CC1
4%,CCN(CC)c1ccc(C=C2C(=O)OC(C)(C(C)(C)C)OC2=O)cc1 (stereo not drawn)
1%,COc1ccccc1N1CCN(C(c2cccs2)C(C)NC(=O)c2ccco2)CC1 (stereo not drawn)
-9%[115 µM],CC(C)CCN1CCn2c(nn(-c3ccc(C(F)(F)F)cc3)c2=O)C1
-28%,Cn1c(Oc2ccc(-c3ccc(Br)cc3)cc2)c(C#N)c(=O)n(C)c1=O
?,COc1ccccc1CNc1nc2ccccc2nc1NS(=O)(=O)c1ccc(C)c(C)c1
-1%[149 µM],N#Cc1ccc(CN2CC3(Cc4ccccc4C(=O)N3)C2)cc1
?,CCOC(=O)c1cc(-c2ccccc2)nc2ccc(C)cc12
?,Cc1ccc(NC(=O)c2sc3nc4c(cc3c2N)CN(Cc2ccccc2)CC4)cc1
2%,O=C(COc1ncnc2ccccc12)Nc1cc(F)ccc1F
?,CC(C)(C)OC(=O)N1CCC(c2c(C(=O)N3CCN(c4ccccn4)CC3)cnn2-c2ccccc2Cl)CC1
-10%,COCCn1ncc(N2CCCC(CC(=O)Nc3cc(OC)ccc3OC)C2)cc1=O (stereo not drawn)
13%,CN1CCC2(CC1)CC(=O)N(CC(=O)N(C)CCc1cnn(C)c1)C2

Two compounds picked at random from those above, as already listed:
KDM5B inh,compound
-7%,COc1ccccc1-c1ccc(=O)n(Cc2ccccc2F)n1
5%,COCC(=O)N(Cc1cccs1)C1CC1

The main list resumes, starting 7 compounds before the break.
KDM5B inh,compound
-1%[149 µM],N#Cc1ccc(CN2CC3(Cc4ccccc4C(=O)N3)C2)cc1
?,CCOC(=O)c1cc(-c2ccccc2)nc2ccc(C)cc12
?,Cc1ccc(NC(=O)c2sc3nc4c(cc3c2N)CN(Cc2ccccc2)CC4)cc1
2%,O=C(COc1ncnc2ccccc12)Nc1cc(F)ccc1F
?,CC(C)(C)OC(=O)N1CCC(c2c(C(=O)N3CCN(c4ccccn4)CC3)cnn2-c2ccccc2Cl)CC1
-10%,COCCn1ncc(N2CCCC(CC(=O)Nc3cc(OC)ccc3OC)C2)cc1=O (stereo not drawn)
13%,CN1CCC2(CC1)CC(=O)N(CC(=O)N(C)CCc1cnn(C)c1)C2
14%,Cc1nc(CCNC(=O)c2ccccn2)cs1
35%,O=C(CN1CCOC1=O)N1CCCC(CCc2ccc(F)cc2F)C1 (stereo not drawn)
-3%,COCc1nnc(NC(=O)C2CC(=O)N(c3cccc(C)c3)C2)s1 (stereo not drawn)
22µM*,COc1ccc2[nH]c3c(c2c1)CCNC31CCN(C(=O)C2CCOCC2)CC1
-10%,CCn1cnnc1CC1CCN(C(=O)C2CCN(Cc3nc(-c4cccc(C)c4)oc3C)CC2)CC1
-15%,O=C(Cn1nc2c(cc1=O)CCCC2)Nc1ccccc1C(F)(F)F
?,CCOc1cc(-c2noc(-c3ncn4c3COC(c3ccc(F)cc3)C4)n2)ccc1OC (stereo not drawn)
-9%,CS(=O)(=O)N(C[C@H]1O[C@H](Cc2cc(-c3ccccc3)on2)CC[C@@H]1O)S(C)(=O)=O
-6%,O=C(Cn1nc(-c2ccccc2)nc(Cc2ccccc2)c1=O)Nc1ccccc1
12%,Cc1nnsc1C(=O)N[C@H]1CCN(C(=O)COCC(=O)O)[C@H](C(=O)N[C@H](CC(C)C)C(N)=O)C1
?,C[S+](=O)([O-])N1Cc2ccccc2OC2(CCN(C(=O)c3cccc4[nH]ccc34)CC2)C1
34%[activator],O=C(NCCCn1ccnc1)c1ccc(-c2ccccc2)cc1
-27%,Cc1ccc(C(=O)n2nc(C)c(S(=O)(=O)N3CCCCCC3)c2C)cc1
?,O=C1NCCCCCN(C(=O)c2cccs2)[C@@H]2C[C@@H](C(=O)N3CCc4ccccc4C3)C[C@H]12
?,Cc1ccc(-c2nc3ccc(Cl)cn3c2Nc2ccc3c(c2)OCCO3)s1
7%,CCCCn1c(=O)n(CC(=O)Nc2ccc(F)c(F)c2)c(=O)c2c1ncn2CCC(C)C
?,CCS(=O)(=O)N[C@@H]1CN(C2CCOCC2)C[C@H]1CN(C)C
-43%,CC1=C(C(=O)NCc2cccc(F)c2)C2(CCCCC2)OC1=O
?,Cn1nccc1C(=O)N1CC(c2ncc3c(-c4ccc(F)cc4)nccn23)C1
-1%,CN(CC1(C)CCOCC1)C(=O)c1ccc2ncccc2c1
-2%[86.2 µM],CC(C)C1=NOC2(CCN(C(=O)c3ccc4c(c3)OCO4)CC2)C1
6%,COc1cc(C(=O)N2CCCn3nc(CO)cc3C2)c2ccccc2n1
4%,COCc1nc(C2CCCN(C(=O)COc3cccc(C)c3)C2)no1 (stereo not drawn)
-5%,COc1cc(OC)c(NC(=O)c2cc3c(=O)oc4ccc(C)cc4c3s2)cc1Cl
-6%,O=C(CCc1ccccc1)NC1(C(F)(F)F)C(=O)Nc2c1c(=O)[nH]c(=O)n2CCc1ccccc1 (stereo not drawn)
6%,CCc1ccc2nc(-c3cccnc3)cc(C(=O)O)c2c1
-6%,Cc1ccc(S(=O)(=O)c2nnn3c2nc(N2CCC(C)CC2)c2cc(Cl)ccc23)cc1C
10%,CCOc1ncccc1C(=O)OCc1nnc(-c2ccc(Cl)cc2)o1
-37%,O=C(CSc1ccc2c(c1)OCCCO2)c1c[nH]c2ccccc12
?,Cc1cc(C(=O)NCC2(COc3cnccn3)C[C@@H](O)[C@@H](O)C2)no1 (stereo partly drawn)

Four of the compounds above, field by field:
> Cn1nccc1C(=O)N1CC(c2ncc3c(-c4ccc(F)cc4)nccn23)C1
- KDM5B inh: ?
> CN(CC1(C)CCOCC1)C(=O)c1ccc2ncccc2c1
- KDM5B inh: -1%
> CC(C)C1=NOC2(CCN(C(=O)c3ccc4c(c3)OCO4)CC2)C1
- KDM5B inh: -2%[86.2 µM]
> COc1cc(C(=O)N2CCCn3nc(CO)cc3C2)c2ccccc2n1
- KDM5B inh: 6%

(cont.)
KDM5B inh,compound
-22%,CCN(c1ccc(NC(=O)c2nccnc2N)cc1)C(C)C
?,COc1ccc(C(=O)NCc2nnc3c(-c4nc(C(C)C)no4)cccn23)cc1
?,COc1ccc(C2C(C(=O)Nc3ccccc3)=C(C)Nc3c(C(=O)Nc4ccccc4)cnn32)cc1 (stereo not drawn)
?,CC(C)=CCn1c(-c2cc(C)oc2C)cn2cc(C(=O)N(C)CC(C)C)nc2c1=O
-22%,CC(C)(C)C(=O)N1CCCC(c2nn(-c3cccc(Cl)c3)c(=O)[nH]2)C1 (stereo not drawn)
10%,CS(=O)(=O)N1CCC(OC2CCN(C(=O)Nc3cccc(Cl)c3F)CC2)CC1
-13%,CCCOc1c(Cl)cc(C(=O)N(Cc2cccc(OC)c2)C2CCS(=O)(=O)C2)cc1Cl (stereo not drawn)
12%,Cc1ccc(C(=O)NC(C(=O)Nc2ccccc2C)C(C)C)cc1 (stereo not drawn)
-35%,O=C(CSc1ccc2ccccc2c1)c1ccc2c(c1)CCC2
6%,Cc1ccc(S(=O)(=O)c2cnc3cc4c(cc3c2N2CCOCC2)OCCO4)cc1
?,Cc1ccc(CNC(=O)c2nccnc2C(=O)O)cc1
2%[86.2 µM],Cc1ccccc1CN1CCOc2cc([S+](N)(=O)[O-])ccc2C1
11%,COc1cc(C)c(C)cc1S(=O)(=O)n1ccnc1C
-27%,COc1ccc(OC)c(CN2CCOc3ccc(C(=O)NCc4ccc(C)cc4)cc3C2)c1
?,O=C(CCC[C@@H]1[C@H]2CCCN3CCC[C@@H](CN1C(=O)c1cccnc1)[C@@H]23)NCc1ccccn1
9%,CCCCC(=O)N1CCN(c2nc3c(OC)ccc(C)c3s2)CC1
?,CCC1Oc2ccc(NC(=O)c3ccc(Cl)cc3)cc2CN(Cc2ccc3c(c2)OCO3)C1=O (stereo not drawn)
29%,O=C(Nc1cccc(-c2nnc3n2CCCC3)c1)c1cccc(F)c1
?,COCCn1cc(C(=O)NC2CCCc3c2[nH]c2ccccc32)c2ccccc2c1=O (stereo not drawn)
7%,COC(=O)c1ccccc1S(=O)(=O)N1CCC(C(=O)NCc2ccccn2)CC1
19%,CCc1ccc(C(C(=O)NCc2ccccc2)N(C(=O)c2csnn2)C2CC2)cc1 (stereo not drawn)
-26%[86.2 µM],COCc1cn(C[C@H]2C[C@@H](NC(=O)c3ccc4c(c3)OCO4)[C@H](O)[C@@H]2O)nn1
-17%,CC(C)c1noc(-c2cn(C3CCN(C(=O)c4ccoc4)CC3)nn2)n1

Screening results as filed in PubChem.
